Bioassay records deposited in PubChem by National Center for Advancing Translational Sciences (NCATS).
S2 tox: viability counter-screen for ATXN expression inhibitors | S2 cells (HEK-293 line with an ATXN2-luciferase reporter) viability, CellTiter-Fluor protease fluorescence, 24 h | Potency, µM (top dose mostly 56.7 µM), actives largely listed as cytotoxic | hit rate 0.49% among 400,000; further: potency means the concentration at half of the fitted maximal effect; nearly all actives have a fitted effect of over 40% in size
HT1080 IDH1KD tx: toxicity to HT-1080 IDH1 knockdown cells (counter line). hit rate 2% among 360,000. AID 686971. HT-1080 IDH1 knockdown viability, ATP luminescence, 48 h. Potency, µM (highest dose often 46.1 µM), for inactives: at the top dose activity, negative = toxicity, most hits filed as cytotoxic;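 further: potency means the concentration at half of the fitted maximal effect; 0% = DMSO wells and -100% = cell-free medium wells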
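IDH1KD HT-1080 cells, 750/well, RPMI + 5% FBS; compound pinned after 2 h settling; 48 h, 37 °C; CellTiter-Glo luminescence; % activity normalised to DMSO and no-cell wells; curves fitted, classed by r2 and efficacy.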
KB-3-1 cytotox: KB-3-1 parental cell cytotoxicity; KB-3-1 viability, CellTiter-Glo ATP luminescence, 72 h; Potency, µM (series often up to 46.1 µM), without a hit: top-dose activity change, negative = cytotoxic, usual class: cytotoxic; hit rate 1.4% among 400,000; further: potency means the concentration at half of the fitted maximal effect; on the % scale 0 is the no-effect control and ±100 the full control effect; nearly all actives have a fitted effect of over 60% in size
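Cytotoxicity in the drug-sensitive parental line KB-3-1 was scored as loss of CellTiter-Glo luminescence following 72 h incubation with compound. Values come from curve fitting of normalized concentration-response data.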
SW480 rerep: inducers of DNA re-replication in SW480 colon cancer cells; SW480 DNA re-replication, Hoechst DNA content imaging, 48 h; Potency, µM (top dose mostly 46.1 µM), for the others: at the highest dose re-replication activation, actives largely listed as activators; hit rate 1.8% among 340,000; further: potency means the concentration at half of the fitted maximal effect; % of control where 0% means no effect; nearly all actives have a fitted effect of over 55% in size
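DNA re-replication was detected as more nuclei of elevated Hoechst intensity after 48 hr exposure to compound (23 nL pinned per well of 250 cells).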
IL-1B inflam inh: blocks inflammasome-driven IL-1 beta release; THP-1 LPS/ATP IL-1B secretion, AlphaLISA, 16 h; hits give low values; activity change, % at 57.5 µM; hit rate 4.7% among 360,000; in the data active means activity change below about -50%; inconclusive means mostly about -30% to -49%; further: on the % scale 0 is the no-effect control and ±100 the full control effect
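THP-1 cells pretreated 1 hr with compounds (up to 57.5 uM final), then stimulated with LPS (250 ng/mL final) plus ATP (1.25 mM final); secreted IL-1B measured by AlphaLISA after 16 hr, decreased signal indicating inhibition.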
ATXN2 expr inh: ATXN2 expression inhibition; Potency, µM (series often up to 57 µM), for the others: top-dose activity change, negative = inhibition, most hits filed as inhibitors; HEK-293 ATXN2-luciferase reporter, luminescence, 24 h; AID 1745845; hit rate 0.72% among 360,000; further: potency means the concentration at half of the fitted maximal effect; on the % scale 0 is the no-effect control and ±100 the full control effect; nearly all actives have a fitted effect of over 55% in size
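qHTS (up to 57 uM final) was run with 24 h compound exposure of reporter cells at 37 °C. Each well was multiplexed: SteadyGlo luminescence measured ATXN2-luciferase expression after a fluorogenic Gly-Phe-AFC viability readout (25 uM final).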
HT1080NT lethal: kills 2HG-producing HT-1080-NT fibrosarcoma cells; HT-1080-NT fibrosarcoma viability, CellTiter-Glo ATP luminescence, 48 h; hit rate 1.6% among 360,000; Potency, µM (top dose mostly 46.1 µM), for the others: at the highest dose activity, negative = less viability, actives largely listed as cytotoxic;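 further: NT is the 2HG producing partner of a matched IDH1 knockdown line; potency means the concentration at half of the fitted maximal effect; 0% = DMSO-treated cells and -100% = media-only wells without cells; nearly all actives have a fitted effect of over 55% in size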
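Fibrosarcoma NT cells, 750 per well in 5% FBS RPMI, were exposed to compound for 48 hours. Viability: CellTiter-Glo luminescence.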
KB-V1 MDR tox: kills drug-selected multidrug resistant KB-V1 cells; KB-V1 MDR cells viability, CellTiter-Glo, 72 h; Potency, µM (highest dose often 46.1 µM), for inactives: top-dose activity change, negative = cytotoxicity, most hits filed as cytotoxic; hit rate 3.4% among 400,000; further: potency means the concentration at half of the fitted maximal effect; on the % scale 0 is the no-effect control and ±100 the full control effect; nearly all actives have a fitted effect of over 60% in size
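qHTS viability screen in drug-selected KB-V1 MDR cells: 72 h compound treatment at 37 degrees C, ATP luminescence end point.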
MCF10A rereplic: inducers of DNA re-replication in MCF 10A breast cells; MCF 10A DNA re-replication, Hoechst nuclear intensity, 48 h; Potency, µM (highest dose often 46.1 µM), for the others: at the top dose activity, positive = re-replication, hits mostly activators; hit rate 2.9% among 350,000; AID 624296; further: potency means the concentration at half of the fitted maximal effect; % of control where 0% means no effect; nearly all actives have a fitted effect of over 50% in size
Numbers without * were called inactive; i = inactive; ? = inconclusive; . = not tested or not shown; [ ] = another dose, or the depositor's remark. Unless noted, the call rests on the fitted dose curve; in most records, active means well fitted curve in the direction sought with a large enough effect; inconclusive means small, poorly fitted or top-dose-only effect, or another doubt; inactive means no such curve, though single readings can be large; an effect the other way counts as inactive or inconclusive.

SMILES	S2 tox	HT1080 IDH1KD tx	KB-3-1 cytotox	SW480 rerep	IL-1B inflam inh	ATXN2 expr inh	HT1080NT lethal	KB-V1 MDR tox	MCF10A rereplic
O=C(NCc1ccccc1Cl)C1CCN(S(=O)(=O)N2CCCCCC2)CC1	i	-12.7%	-23.4%	?	-2.7	-3.9%	2.4%	-18.6%	-20.4%
O=C1NN(c2ccccc2)C(=O)/C1=C/c1ccc(Sc2ccc(Cl)cc2)o1	i	-6.3%	1.0%	29.4%	15.2	.	-9.2%	-11.9%	4.61µM*
Cc1ccc(Cc2c(C3CCCCC3)nc3c4ccccc4ccn23)cc1	i	5.3%	-0.1%	.	33.8	144.6%[activator]	3.6%	-10.9%	.
CC(=O)c1cccc(NC(=O)CCc2nc3cccnc3n2Cc2cccs2)c1	i	.	10.2%	.	.	-5.5%	.	-19.0%	.
CCc1nc2ccccc2c(C(=O)Nc2ccc(F)cc2)c1C	i	1.0%	4.9%	-23.8%	11.5	-0.9%	1.9%	-2.7%	-1.8%
CC(=O)c1cc(C)ccc1OC(=O)CN1C(=O)c2ccccc2C1=O	i	-2.7%	9.0%	-0.2%	-1.3	.	-1.7%	3.7%	11.1%
Cc1nn(CC(=O)N2CCC(N3CCCCC3)CC2)c(=O)c2c1sc1ccccc12	i	-3.5%	0.0%	23.8%	-1.1	.	-6.7%	-15.3%	0.0%
CC(C)N1C(=O)CC2(CC[N+](C)(CCOC(=O)C(c3ccccc3)c3ccccc3)CC2)C1=O (stereo unspecified)	i	9.3%	?	0.1%	9.3	0.0%	0.7%	11.4%	-1.6%
Cc1ccc(SCC(=O)N(Cc2nc(-c3ccccc3)no2)C(C)C)cc1	i	-0.8%	-11.2%	1.7%	?	-7.7%	-0.8%	0.0%	?
COc1ccc(NC2CCCN(C(=O)c3ccc4nc(C)c(C)nc4c3)C2)cc1OC (stereo unspecified)	i	-2.4%	-8.6%	-23.2%	-6.6	5.8%	-2.9%	-18.3%	4.4%
CCN1C[C@@H]2[C@@H]3C(=O)N(C)C(=O)[C@@H]3[C@](CC)(C1=O)N2C(=O)c1ccc(C)cc1	i	5.1%	0.3%	-10.1%	4.5	4.2%	1.6%	-6.7%	0.6%
N#CC1=C(N)Oc2c(ccc3cccnc23)C1c1cccnc1 (stereo unspecified)	i	8.2µM*	?	2.59µM*	61.6	-36.6%	7.31µM*	?	8.2µM*
O=c1[nH]c(=S)n(-c2ccc(Br)cc2)c2ncccc12	i	-14.1%	-1.5%	-2.9%	22.3	-9.1%	1.0%	3.6%	-0.3%
COc1ccc(N2CCN(C(=O)c3ccc4c(c3)N(Cc3ccc(F)cc3)C(=O)c3ccccc3S4=O)CC2)cc1 (stereo unspecified)	i	.	-15.8%	.	.	-2.8%	.	-10.8%	.
Cc1ccc2[nH]c(=O)c(CNC(C)C)cc2c1	i	-3.4%	-3.0%	-3.2%	27.4	-0.6%	-8.2%	4.4%	2.7%
O=C(CC(=O)Nc1cccnc1)Nc1cccnc1	i	-1.2%	-1.2%	1.9%	6.5	-19.7%	27.4%	-7.8%	0.5%
Cc1ccc(C(=O)O/N=C(\c2ccccc2)c2cccnc2)cc1	i	15.7%	9.0%	-0.3%	2.4	10.0%	17.9%	?	1.4%
O=C(O)c1cc(S(=O)(=O)Nc2ccccc2C(=O)O)ccc1O	i	6.5%	0.0%	3.7%	-2.9	-13.9%	6.4%	0.0%	-11.9%
O=C(CSc1ccc2nc(-c3ccccc3)cn2n1)Nc1ccccc1C(F)(F)F	i	.	1.2%	.	.	32.7%	.	21.1%	.
CCOC(=O)c1c(C)[nH]c(C(=O)COC(=O)c2ccccn2)c1C	i	4.2%	-4.4%	-2.4%	-1.6	3.2%	1.9%	?	17.9%
CCn1c(SCc2nc3sc(C(=O)O)c(C)c3c(=O)[nH]2)nc2ccccc21	i	-4.4%	10.5%	-4.3%	-10.3	-3.9%	-6.0%	?	-1.4%
COC(=O)c1[nH]c2ccc(C)cc2c1NC(=O)CN1CCN(C(=O)c2ccccc2)CC1	i	0.0%	15.9%	1.1%	27.9	1.2%	0.3%	0.7%	?
Cc1cc(C)cc(OCC(=O)O/N=C(\N)Cc2ccc([N+](=O)[O-])cc2)c1	i	-0.9%	-2.0%	-1.0%	-24.7	-14.6%	-4.6%	-4.9%	0.0%
CC(C)c1ccccc1NC(=S)NCc1ccccc1F	i	14.2%	3.6%	-7.0%	-10.8	9.7%	17.7%	?	0.0%
CCc1cccc2c(C(=O)Cn3nnc(-c4ccc(OC)c(OC)c4)n3)c[nH]c12	i	?	-12.7%	0.2%	-9.2	-27.7%	?	?	70.2%
Cc1ccc(NC(=O)NC2CC(=O)N(c3ccc4c(c3)OCCO4)C2)cc1C (stereo unspecified)	i	-1.6%	8.4%	-0.5%	6.3	-2.1%	-0.4%	-6.6%	-0.4%
CSc1ccccc1C(=O)OCC(=O)Nc1cccnc1Cl	i	-2.4%	-7.0%	-5.5%	27.8	0.4%	-6.9%	22.4%	-2.5%
CC(=O)Nc1cccc(NCC(=O)Nc2cc(S(=O)(=O)N3CCCCC3)ccc2Cl)c1	?	3.6%	3.3%	-0.5%	-19.7	-11.6%	5.3%	7.1%	?
CC(=O)N1C2CCCCC2S[C@H]2CCCCC21 (stereo partly specified)	i	-9.9%	-1.5%	-7.8%	2.5	-3.2%	-3.2%	7.0%	4.7%
CN(C)C(CNC(=O)c1cc2ccccc2o1)c1ccco1 (stereo unspecified)	i	0.8%	0.0%	-1.4%	20.5	4.7%	1.8%	4.2%	3.4%
Clc1ccc(CSc2nnc(CN3CCOCC3)n2-c2ccccc2)cc1Cl	i	?	-17.6%	-0.6%	-14.3	-13.8%	-8.5%	-14.0%	22.3%
O=C(O)CCc1c(C(=O)O)[nH]c2ccccc12	i	-1.3%	-3.5%	0.1%	24.1	-8.2%	12.6%	15.9%	6.5%
CCOc1ccccc1OCCn1nnc2ccccc21	i	-1.2%	2.7%	-2.5%	10.4	19.9%	-0.7%	-4.8%	1.8%
O=C1CC[C@@H](CN(Cc2ccccn2)Cc2nc(Cc3cccc(C(F)(F)F)c3)no2)N1	i	0.3%	2.4%	-8.8%	34.8	.	6.8%	5.1%	-3.4%
CCOc1cc(C(=O)Nc2nnc(C)s2)cc(OCC)c1OCC	?	6.9%	6.0%	-10.1%	2.0	-8.3%	12.9%	4.3%	-3.5%
COc1cc(CCC(=O)Nc2ccc(C)c(S(=O)(=O)N(C)C)c2)cc(OC)c1OC	?	?	-17.6%	-9.9%	4.5	-23.5%	-3.2%	?	2.7%
Cc1ccc(NC(=O)CC2=NC(=O)C(CC(=O)Nc3ccccc3F)S2)cc1 (stereo unspecified)	i	-9.8%	3.1%	?	-29.4	.	-0.1%	0.0%	1.8%
CCCCCCOc1ccc(/C(N)=N/O)cc1	i	-4.6%	-18.6%	-3.8%	0.2	33.1%[activator]	-0.5%	10.2%	-7.6%
COC(=O)Cc1ccc(OC2(C)CCN(Cc3ccc(-c4ccccn4)cc3)C2)cc1 (stereo unspecified)	i	-23.2%	0.0%	.	-6.6	-5.3%	?	0.0%	.
C/C(=N\NC(=O)COc1ccccc1-c1ccccc1)c1ccccn1	.	?	?	?	-7.0	?	?	4.11µM*	18.1%
Cc1ccc(C(=O)N2CCN(c3ccccc3F)CC2)cc1S(=O)(=O)N1CCOCC1	i	0.0%	19.5%	13.5%	-0.2	-11.3%	0.7%	-7.1%	23.6%
CCOc1ccccc1CNC(=O)c1ccc(NC(=O)C2=C(C)OCCS2)cc1	i	7.4%	-0.1%	-17.6%	-19.4	1.6%	?	?	4.9%
CCOC(=O)N1CCC(Nc2c(NCCCN3CCN(C4CCCCC4)CC3)c(=O)c2=O)CC1	?	0.3%	-0.9%	-87.2%[inhibitor]	-5.0	.	-2.1%	-8.6%	-1.2%
CC(=O)N1N=C(c2ccc(C)o2)CC1c1ccc(Br)cc1 (stereo unspecified)	i	-18.8%	-18.0%	1.1%	-20.6	60.5%[activator]	-16.6%[9.24 µM]	0.0%	-1.7%
Cc1cc(C)c(C#N)c(SCc2ccc(F)cc2)n1	.	9.2%	1.3%	-8.2%	23.1	.	13.7%	?	-3.9%
Cc1cnc(CN2CCc3c([nH]c4ccccc34)C2CC(C)C)[nH]1 (stereo unspecified)	i	-8.6%	-1.8%	6.51µM*	?	-28.6%	-20.6%	-0.7%	?
CCC(=O)NC(c1cccs1)c1cc(Cl)c2ccccc2c1O (stereo unspecified)	i	.	-1.7%	-80.6%[inhibitor]	.	-30.3%	.	-14.2%	?
O=C1CS/C(=N/N=C/c2ccc(OS(=O)(=O)c3ccccc3)cc2)N1	?	-13.0%	14.2%	-3.0%	24.5	10.4%	2.8%	-11.8%	0.2%
COc1ccc([N+](=O)[O-])cc1-n1cccc1	i	-6.7%	0.0%	-2.6%	-5.2	6.9%	-7.4%	-5.3%	2.9%
O=C(c1cc(-c2ccncc2)nc2ccccc12)N1CCN(S(=O)(=O)/C=C/c2ccccc2)CC1	i	-3.0%	-12.3%	-4.9%	?	2.8%	-7.5%	0.0%	12.5%
COc1ccc(CCNC(=O)C2CC(=O)N(c3ccc(Br)cc3)C2)cc1OC (stereo unspecified)	?	1.0%	-1.4%	-91.8%[inhibitor]	-6.7	.	-4.7%	-10.4%	0.1%

Compound profiles (already shown). Order of screens: S2 tox | HT1080 IDH1KD tx | KB-3-1 cytotox | SW480 rerep | IL-1B inflam inh | ATXN2 expr inh | HT1080NT lethal | KB-V1 MDR tox | MCF10A rereplic
CCOC(=O)N1CCC(Nc2c(NCCCN3CCN(C4CCCCC4)CC3)c(=O)c2=O)CC1 in the list: ? | 0.3% | -0.9% | -87.2%[inhibitor] | -5.0 | . | -2.1% | -8.6% | -1.2%
CCc1nc2ccccc2c(C(=O)Nc2ccc(F)cc2)c1C in the list: i | 1.0% | 4.9% | -23.8% | 11.5 | -0.9% | 1.9% | -2.7% | -1.8%
